# From PubChem BioAssay
# Shiga inhibitor = Shiga toxin inhibition; 290,000 tested, 9.2% active; inhibition, % at 38.7 µM; Vero cells, Shiga toxin protein synthesis inhibition reporter; in the data active means inhibition mostly above about 28%, no sharp cut-off; inactive means mostly below about 43%; further: 0% is about no effect
# Pf growth 96h = P. falciparum growth inhibition at 96 hours; Potency, µM (titrated, usually from 28.7 µM), for the others: at the top dose activity change, negative = inhibition, usual class: inhibitors; P. falciparum luciferase reporter growth, 96 h; 320,000 tested, 6.9% active; further: potency means the concentration at half of the fitted maximal effect; on the % scale 0 is the no-effect control and ±100 the full control effect
#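 Erythrocytes infected with luciferase-expressing P. falciparum were dispensed at 2% hematocrit and 0.05% parasitemia (final), then incubated with compounds 96 hours at 37 C in 5% CO2. Luminescence after detection reagent addition reported growth.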
# Pf growth 48h = P. falciparum growth inhibition at 48 hours (one generation); 310,000 tested, 5.9% active; Potency, µM (doses to about 28.7 µM), without a hit: at the top dose activity change, negative = inhibition, actives largely listed as inhibitors; P. falciparum luciferase growth in erythrocytes, 48 h; AID 504832; further: potency means the concentration at half of the fitted maximal effect; on the % scale 0 is the no-effect control and ±100 the full control effect
#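 Compounds are pin-transferred into medium, infected erythrocytes (2% hematocrit, 0.1% parasitemia final) are added, and plates sit one parasite generation at 37 C in 5% CO2. Detection reagent is then added and luminescence measured.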
# LmPK inh = blocks Leishmania mexicana pyruvate kinase activity; AID 1721; Q27686; 290,000 tested, 0.37% active; Potency, µM (doses to about 57.5 µM), inactives show at the top dose activity change, negative = inhibition, most hits filed as inhibitors; purified LmPK, Kinase-Glo ATP luminescence, 1 h; further: potency means the concentration at half of the fitted maximal effect; on the % scale 0 is the no-effect control and ±100 the full control effect
# Target sequence (Q27686 whole entry, looked up): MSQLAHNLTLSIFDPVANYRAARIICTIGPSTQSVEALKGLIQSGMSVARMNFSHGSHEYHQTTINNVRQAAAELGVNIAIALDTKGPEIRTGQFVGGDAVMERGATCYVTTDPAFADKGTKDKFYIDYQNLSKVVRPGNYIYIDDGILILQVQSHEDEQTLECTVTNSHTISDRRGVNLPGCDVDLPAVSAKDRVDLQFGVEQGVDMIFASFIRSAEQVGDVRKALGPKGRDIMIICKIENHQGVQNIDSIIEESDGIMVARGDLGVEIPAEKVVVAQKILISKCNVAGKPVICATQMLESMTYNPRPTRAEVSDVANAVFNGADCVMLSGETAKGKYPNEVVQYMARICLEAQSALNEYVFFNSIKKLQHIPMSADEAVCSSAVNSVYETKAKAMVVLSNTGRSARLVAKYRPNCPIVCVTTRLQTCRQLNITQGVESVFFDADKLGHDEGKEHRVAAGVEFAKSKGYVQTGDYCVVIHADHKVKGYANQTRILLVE
#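 Purified LmPK (0.1 nM) converted ADP (0.1 mM) to ATP with PEP (0.5 mM) in imidazole buffer pH 7.2 with KCl and MgCl2, 1 h at room temperature. ATP was read by Kinase-Glo luminescence; data normalized to uninhibited and no-enzyme controls.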
# Cycloheximide cs = counter-screen for Shiga toxin inhibitors: cycloheximide protein synthesis inhibition | 300,000 tested, 12% active | cell reporter, cycloheximide protein synthesis inhibition counterscreen | max response, %; in the data active means max response mostly above about 13%, no sharp cut-off; inactive means mostly below about 14%; further: read at 38.3 µM for the half of the compounds with a filed dose; 0% is about no effect
# Tb PYK inh = blocks Trypanosoma brucei pyruvate kinase; AID 624173; 410,000 tested, 0.12% active; Potency, µM (highest dose often 76.8 µM), for the others: at the highest dose activity, negative = inhibition, hits mostly inhibitors; TbPYK enzyme, Kinase-Glo Plus ATP luminescence, 45 min; further: potency means the concentration at half of the fitted maximal effect; on the % scale 0 is the no-effect control and ±100 the full control effect; nearly all actives have a fitted effect of over 50% in size
#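 Assay buffer: 50 mM TEA pH 7.2, 100 mM KCl, 10 mM MgCl2, 0.05% BSA, 0.01% Tween-20. Pyruvate kinase from T. brucei plus substrate met compound, then ADP (130 uM final). Luminescence was read post 45 min RT.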
# HCV inhibitor = inhibitors of hepatitis C virus infection | 340,000 tested, 3.4% active | Huh7.5.1 HCVcc-Cre infection, luciferase reporter, 44 h | AID 651820 | Potency, µM (series often up to 41.8 µM), inactives show top-dose activity change, negative = inhibition, hits mostly inhibitors; further: potency means the concentration at half of the fitted maximal effect; on the % scale 0 is the no-effect control and ±100 the full control effect
#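 Cells (1,000/well) were plated 4 h before compound, then infected with HCVcc-Cre virus (~0.5 moi). After 44 h further culture, infection was read as luciferase luminescence following a 15 min substrate incubation at room temperature.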
# * hit, by the source's call; ? = inconclusive; . = no result given; + = active, no number; & = joins results of further samples; [ ] = remark or other dose. Unless noted, the call rests on the fitted dose curve; in most records, active means well fitted curve in the direction sought with a large enough effect; inconclusive means small, poorly fitted or top-dose-only effect, or another doubt; inactive means no such curve, though single readings can be large; an effect the other way counts as inactive or inconclusive. This is a random part of the collection; about 24% have a hit in one of these screens.
SMILES,Shiga inhibitor,Pf growth 96h,Pf growth 48h,LmPK inh,Cycloheximide cs,Tb PYK inh,HCV inhibitor
Cc1cc(C)c(S(=O)(=O)N2CCN(S(=O)(=O)N3CCOCC3)CC2)c(C)c1,-2,2.3µM*,-5%,1%,-4,-1%,?
COc1ccccc1NS(=O)(=O)c1ccc(C)c(NC(=O)c2c(C)noc2C)c1,.,-23%,-28%,.,.,9%,11%
Cc1cccc(OCC(O)CN2CCN(c3ccccn3)CC2)c1C (configuration not stated),-1,45%[activator],35%[activator],-3%,-2,-2%,-2%
CC(C)(C)OC(=O)CNC(=O)c1[nH]cnc1C(=O)NCC(=O)OCc1ccccc1,16,36%[activator],53%[activator],1%,10*,-4%,-6%
CCOc1ccccc1N(C(=O)c1snc(C(N)=O)c1N)C(C(=O)NCc1ccccc1)c1ccc(O)cc1 (configuration not stated),18,?,12µM*,10%,-6,1%,?
Cc1cnc(NC(=O)C2CCCO2)s1 (configuration not stated),2,.,13%,-5%,-3,0%,6%
CC1CN(Cc2ccccc2)c2nc3c(c(=O)n(C)c(=O)n3C)n2C1 (configuration not stated),18,?,-7%,1%,-5,8%,4%
COc1ccc(N=Nc2c(O)[nH]c(=S)[nH]c2=O)cc1,110*,14%,29%,?,31*,-11%,2%
Cc1cccc(C(=O)O)c1NC(=O)c1ccc(F)cc1,33,.,7%,1%,5,-6%,27%
Cc1cc(C)n(Cc2cccc(C(=O)N/N=C/c3ccncc3)c2)n1,-13,1%,-6%,-9%,18,-1%,1%
CCOC(=O)C1CCN(C(=O)CCNC(=O)Cn2cnc3ccccc3c2=O)CC1,-3,6%,-2%,6%,-2,-6%,14%
Cc1cccc(NC(=O)c2cc(-c3ccc(C)c(C)c3O)n[nH]2)c1,92*,57%[activator],44%[activator],2%,49*,4%,?
CC(C)COP(=O)(OCC(C)C)C(O)c1ccc(N(C)C)cc1 (configuration not stated),-8,27%,6%,3%,-2,-8%,-2%
CC(C)(O)C1C2OC(=O)C1C1(O)CC3OC34C(=O)OC2C14C (configuration not stated),.,-2%,4%,.,.,-4%&-1%,18%
Cc1cc2c(ncn2Cc2ccccc2)c([N+](=O)[O-])c1C,-3,?,?,3%,-3,8%,-18%
CC(C)c1ccc(/C=N/NC(=O)c2c(Cl)cnn2C)cc1,+,161%[activator],218%[activator],-14%,46*,-6%,?
Cc1ccc(NC(=S)NNC(C)(C)C)cc1,41*,5.9µM*,13µM*,2%,34*,-9%,-2%
Cc1ccc(OCC(=O)Nc2cccc3nsnc23)c(C)c1,-4,.,57%[activator],-4%,-1,0%,9%
CCCC(=O)Nc1nc2nc(C)cc(=O)n2[nH]1,-18,.,18%,-8%,-4,2%,4%
CC(C(=O)OCC(=O)c1ccc([N+](=O)[O-])cc1)N1C(=O)C2C3C=CC(C3)C2C1=O (configuration not stated),2,2%,23%,3%,-6,1%,15%
CC(Nc1nc(-c2cccc(Br)c2)cs1)c1nc2cc(Cl)c(N3CCCCC3)cc2n1CCOCCO (configuration not stated),25,?,?,-1%,7,2%,-11%
CCn1ccnc1CN(C)C(=O)c1ccc(OC2CCN(CCc3ccccc3)CC2)cc1,-8,?,-20%,-1%,8,5%,-3%
OC(CNCCC(c1ccccc1)c1ccccc1)COc1ccccc1 (configuration not stated),-5,?,?,0%,-5,-7%,13µM*
CCOC(=O)C1CCN(Cc2ccc(OC)c(OCc3ccccc3)c2)CC1,-7,12µM*,30%,-7%,-1,-6%,?
O=C(Nc1cc(Cl)ccc1-n1cncn1)c1cccs1,.,33%[activator],26%,.,.,-1%,?
O=C(COc1ccc(S(=O)(=O)N2CCOCC2)cc1Cl)NCCN1CCOCC1,-7,55%[activator],0%,0%,-4,0%,4%
CCc1cccc(NC(=S)N2CCC(c3ccccc3)C2)c1 (configuration not stated),74*,9%,68%[activator],-3%,65*,-5%,-17%
Cc1cc(-c2nc(C)c(C(=O)NNS(=O)(=O)c3ccccc3)s2)no1,-12,32%[activator],20%,4%,-3,-7%,20%
Cc1noc(C)c1C(=O)N1CCCC(C(=O)c2ccc(Cl)cc2)C1 (configuration not stated),18,?,3%,5%,-2,-3%,-2%
COC(=O)CCC(=O)Nc1ccc(S(=O)(=O)Nc2cc(OC)nc(OC)n2)cc1,-2,-14%,15%,-3%,-3,-10%,14%

# Reformatted as labelled records: part of the list above
> CC(C(=O)OCC(=O)c1ccc([N+](=O)[O-])cc1)N1C(=O)C2C3C=CC(C3)C2C1=O (configuration not stated)
  Shiga inhibitor: 2; Pf growth 96h: 2%; Pf growth 48h: 23%; LmPK inh: 3%; Cycloheximide cs: -6; Tb PYK inh: 1%; HCV inhibitor: 15%

> COC(=O)CCC(=O)Nc1ccc(S(=O)(=O)Nc2cc(OC)nc(OC)n2)cc1
  Shiga inhibitor: -2; Pf growth 96h: -14%; Pf growth 48h: 15%; LmPK inh: -3%; Cycloheximide cs: -3; Tb PYK inh: -10%; HCV inhibitor: 14%

# Following part:
SMILES,Shiga inhibitor,Pf growth 96h,Pf growth 48h,LmPK inh,Cycloheximide cs,Tb PYK inh,HCV inhibitor
Cc1cc(NC(=O)CSc2nnc(-c3c[nH]c4ccccc34)n2-c2ccc(F)cc2)no1,8,24%,27%,4%,-3,-7%,?
O=C(Nc1nc(-c2ccco2)c(-c2ccco2)s1)C1CCC1,12,?,-3%,0%,2,-12%,?
CN(C)c1cccc(C(=O)OCC(=O)NCc2ccco2)c1,18,2%,-4%,2%,19*,1%,-23%
CCOc1nc2cnccc2n(CC(=O)Nc2ccccc2C(=O)OC)c1=O,-7,?,-4%,-25%,-11,4%,-2%
CC1Cc2ccccc2N1CC(=O)Nc1ccc(N2CCOCC2)cc1 (configuration not stated),-14,-13%,-13%,-3%,8,-5%,-6%
COC(=O)c1ccc(CNC(=O)CSc2nc3sc(C)c(C)c3c(=O)n2C)o1,-5,.,-15%,-11%,-3,1%,?
CCC(C(=O)OC)n1cnc2c(nnn2-c2cccc(Cl)c2)c1=O (configuration not stated),-2,-10%,.,4%,0,-5%,-3%
COc1ccc(N(Cc2cc3cccc(C)c3[nH]c2=O)S(C)(=O)=O)cc1,-7,-19%,.,4%,-1,9%,12%
Cc1[nH][nH]c(=O)c1C(c1ccc(F)cc1)c1c(C)[nH][nH]c1=O,.,31%[activator],-3%,5%,-4,1%,-4%
Cc1ccccc1/C=C/C(=O)c1ccc([N+](=O)[O-])o1,.,?,?,.,.,-8%,?
CNS(=O)(=O)c1ccc(C(=O)NCC(=O)NCCC(c2ccccc2)c2ccccc2)cc1,.,?,?,.,.,-8%,12%
COc1ccc(C2C3=C(CCCC3=O)Nc3nc(-c4cc(OC)c(OC)c(OC)c4)nn32)cc1OC (configuration not stated),-8,?,?,3%,-3,1%,?
O=C(c1sc2cc(F)ccc2c1Cl)N1CCN(c2ccccc2)CC1,-13,29%,6%,0%,-1,-6%,-1%
CN1CCC(OC(=O)COc2ccc(C(C)(C)C)cc2)CC1,-3,22%,11%,4%,-1,-4%,24%
O=C(CNc1ccc(F)cc1F)NC(=O)NCc1ccco1,-12,11%,7%,5%,6,-7%,7%
CCOc1ccccc1NC(=S)N1CCN(c2ccccc2F)CC1,0,?,-13%,1%,0,0%,-3%
COc1ccc(-c2noc(C(C)NC(=O)c3ccco3)n2)cc1OC (configuration not stated),-5,15%,10%,-1%,-1,0%,-10%
CCNCc1ccccc1OCc1ccccc1,-26,29%,-13%,0%,-5,2%,-25%
COC(=O)CCCC1=CC2=C(c3ccccc3)C(=O)C(C)(OC(=O)C3CCCC3)C(=O)C2=CN1CC1CC1 (configuration not stated),14,8.3µM*,?,-8%[11.5 µM],0,-5%,7%
CCOC(=O)C1CCCN(Cc2nc(Cc3ccccc3Cl)no2)C1 (configuration not stated),-4,?,2%,0%,-2,2%,-5%
O=C(NCCOc1ccc(F)cc1)c1ccccc1SCc1ccccc1,-2,-28%,10%,3%,1,2%,?
CCCCNCC#CCOc1cc(C)ccc1C(C)C,-16,122%[activator],?,-2%,-8,4%,-27%
Cc1[nH]c(=O)cc2ccccc12,5,29%,?,4%,7,8%,6%
CC1=C(C(=O)Nc2ccccc2C)C(c2cccs2)NC(=S)N1 (configuration not stated),-10,21%,27%,-3%,-4,-14%,31%[activator]
CCc1ccccc1NC1=NCC(=O)N1Cc1ccccc1,-14,?,-7%,-3%,-5,0%,11%
CN(C)c1oc(/C=C/c2cccs2)nc1S(=O)(=O)c1ccccc1,-3,?,?,1%,1,6%,?
COc1cc(C)c(NC(=S)Nc2ccc(C)c(Cl)c2)cc1OC,-7,37%[activator],14%,0%,0,-4%,4%
Cn1c(SCC(=O)N2CCCC2)nc2cccnc21,-7,?,-19%,1%,1,-3%,9%
CCCN1CCCc2cc(CN(CCCN3CCOCC3)C(=O)Nc3ccc(OCC)cc3)ccc21,-14,5.9µM*,.,8%,5,-8%&-5%,-28%
O=C(Nc1ccc(Cc2nc3ccccc3s2)cc1)c1ccncc1,-6,?,-20%,2%,10,-7%,10µM*
COC(=O)c1ccc(-c2ccc(C(c3c(C)[nH][nH]c3=O)c3c(C)[nH][nH]c3=O)o2)cc1,28,97%[activator],-24%,-2%,11,-19%,14%
NC(=O)CC(NC(=O)Cc1ccc(Cl)cc1)c1ccc(NCCc2ccccc2F)c([N+](=O)[O-])c1 (configuration not stated),-3,-1%,?,2%,-4,-2%,-25%
COC(=O)C1=C(N)OC2=C(C(=O)CCC2)C1c1ccc2c(c1)OCO2 (configuration not stated),-8,-15%,20%,0%,-2,-15%,7%
N#Cc1c2n(c3c(=O)n(Cc4ccc(Cl)cc4)cnc13)CCCCC2,-15,.,?,11%,7,-4%,?
O=C(COC(=O)c1cccs1)NCCN1C(=O)CSC1=O,6,15%,7%,-2%,10,-5%,6%
CC(=O)N1CCN(c2ccc(NC(=O)c3ccc(OCc4ccccc4)cc3)cc2)CC1,14,62%[activator],?,0%,-1,-20%,2%
Cc1ccccc1-n1c(SCC(=O)NC(N)=O)nc2sc(-c3ccccc3)cc2c1=O,24,?,?,6%,18*,1%,?
COC(=O)C1CN(C(=O)C(C)Oc2ccccc2Cl)c2ccccc2O1 (configuration not stated),-6,18%,?,11%,-8,0%,13%
Cc1ccc(NC(=O)C(c2ccccc2)N(C)C)cc1Cl (configuration not stated),17,?,-20%,3%,6,8%,2%
C=CCN1C(=O)C(Cc2ccc(F)cc2)S/C1=N/N=C/c1ccco1 (configuration not stated),-9,?,2%,1%,-6,-2%,-3%

# Five entries from above, with values under each structure.
# Screens in order: Shiga inhibitor, Pf growth 96h, Pf growth 48h, LmPK inh, Cycloheximide cs, Tb PYK inh, HCV inhibitor
- N#Cc1c2n(c3c(=O)n(Cc4ccc(Cl)cc4)cnc13)CCCCC2
 : -15, ., ?, 11%, 7, -4%, ?
- O=C(COC(=O)c1cccs1)NCCN1C(=O)CSC1=O
 : 6, 15%, 7%, -2%, 10, -5%, 6%
- CC(=O)N1CCN(c2ccc(NC(=O)c3ccc(OCc4ccccc4)cc3)cc2)CC1
 : 14, 62%[activator], ?, 0%, -1, -20%, 2%
- Cc1ccccc1-n1c(SCC(=O)NC(N)=O)nc2sc(-c3ccccc3)cc2c1=O
 : 24, ?, ?, 6%, 18*, 1%, ?
- COC(=O)C1CN(C(=O)C(C)Oc2ccccc2Cl)c2ccccc2O1 (configuration not stated)
 : -6, 18%, ?, 11%, -8, 0%, 13%
